Source: PubChem
Pf growth 96h: inhibits malaria parasite growth, 96 h; P. falciparum luciferase reporter growth, 96 h; Potency, µM (top dose mostly 28.7 µM), for inactives: top-dose activity change, negative = inhibition, actives largely listed as inhibitors; actives 6.9% (n = 320,000); AID 504834; note: potency is the fitted concentration of half-maximal effect; % is set by controls: 0 for no effect and ±100 for the full control effect
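Infected RBCs, 2% Hct / 0.05% parasitemia final; luciferase-reporter P. falciparum; cpd 96 h, 37 C, 5% CO2; luciferase detection reagent; luminescence.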
Pf growth 48h: inhibits P. falciparum growth in the first generation, 48 h | P. falciparum luciferase growth in erythrocytes, 48 h | Potency, µM (highest dose often 28.7 µM), for the others: at the top dose activity change, negative = inhibition, usual class: inhibitors | actives 5.9% (n = 310,000) | AID 504832; note: potency is the fitted concentration of half-maximal effect; % is set by controls: 0 for no effect and ±100 for the full control effect
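Luminescence readout; reporter = integrated firefly luciferase in P. falciparum. RBC culture at 2% hematocrit, 0.1% parasitemia final, 37 C/5% CO2; decreased signal taken as growth inhibition.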
FBPA Giardia inh: Giardia lamblia aldolase inhibition; A8B2U2; purified Giardia FBPA; Potency, µM (doses to about 59.6 µM), without a hit: at the highest dose activity, negative = inhibition, hits mostly inhibitors; actives 0.71% (n = 290,000); note: potency is the fitted concentration of half-maximal effect; % is set by controls: 0 for no effect and ±100 for the full control effect; nearly all actives have a fitted effect of over 55% in size
Target sequence (A8B2U2 whole entry, looked up): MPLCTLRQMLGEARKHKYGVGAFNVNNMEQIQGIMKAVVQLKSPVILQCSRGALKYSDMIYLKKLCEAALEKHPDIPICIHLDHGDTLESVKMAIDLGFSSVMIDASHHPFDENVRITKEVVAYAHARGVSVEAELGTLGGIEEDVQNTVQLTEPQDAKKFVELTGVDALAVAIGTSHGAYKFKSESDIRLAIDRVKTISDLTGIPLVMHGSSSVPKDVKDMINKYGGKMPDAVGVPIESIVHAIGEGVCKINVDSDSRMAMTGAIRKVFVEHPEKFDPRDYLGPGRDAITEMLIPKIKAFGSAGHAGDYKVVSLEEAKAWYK
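Giardia FBPA (40 nM reagent) was preincubated 10 min at RT with compound (up to 57.5 uM final), then substrate plus GAPDH/TPI/NAD/arsenate coupling system with diaphorase/resazurin was added; resorufin fluorescence (525/598 nm) was read after 20 min.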
Sm TGR inh: inhibitors of Schistosoma mansoni thioredoxin glutathione reductase. Potency, µM (highest dose often 114 µM), inactives show at the top dose activity change, negative = inhibition, usual class: inhibitors. purified TGR, DTNB reduction, TNB absorbance 405 nm. AID 485364. actives 3% (n = 360,000). Q962Y6; note: potency is the fitted concentration of half-maximal effect; % is set by controls: 0 for no effect and ±100 for the full control effect; nearly all actives have a fitted effect of over 60% in size
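Kinetic colorimetric format: TGR-catalysed, NADPH-driven DTNB reduction monitored via TNB absorbance. Enzyme dispensed at 20 nM; compound exposure 15 min at room temperature before reaction start.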
CHX counter: affects cycloheximide protein synthesis inhibition readout, counter-screen. cell reporter, cycloheximide protein synthesis inhibition counterscreen. max response, %. actives 12% (n = 300,000). AID 2314; in the data active = max response mostly above about 13%, no sharp cut-off; inactive = mostly below about 14%; note: read at 38.3 µM for the half of the compounds with a filed dose; 0% is about no effect
Shiga inhibitor: inhibitors of Shiga toxin in Vero cells; Vero cells, Shiga toxin protein synthesis inhibition reporter; inhibition, % at 38.7 µM; actives 9.2% (n = 290,000); in the data active = inhibition mostly above about 28%, no sharp cut-off; inactive = mostly below about 43%; note: 0% is about no effect
The depositor's hits bear a star; ? = inconclusive; · = no result given; & = joins results of further samples; [ ] = dose if it differs, or a comment. Unless noted, calls come from the whole dose curve; as a rule, active = well fitted curve in the direction sought with a large enough effect; inconclusive = small, poorly fitted or top-dose-only effect, or another doubt; inactive = no such curve, though single readings can be large; an effect the other way counts as inactive or inconclusive. Compounds were not picked by outcome; any-hit rate near 24%.

SMILES | Pf growth 96h | Pf growth 48h | FBPA Giardia inh | Sm TGR inh | CHX counter | Shiga inhibitor
O=c1cc(CN2CCN(Cc3ccccc3)CC2)c2ccc(O)c(O)c2o1 | ? | · | 18µM* | ? | -3 | 8
COc1ccc(CC(=O)NC(C)c2nnc(SCC(=O)c3ccc(OC)cc3)n2C)cc1 (stereo not drawn) | ? | 14% | 1% | -1% | -1 | 3
CN(C)S(=O)(=O)Oc1cccc(C(=O)Nc2cccc(Cl)c2)c1 | 96%[activator] | 154%[activator] | -2% | 5% | 38* | 67*
Cc1nn(C)cc1S(=O)(=O)N1CCN(Cc2ccccc2Cl)CC1 | ? | -8% | 9% | -7% | -2 | -8
COC(=O)c1ccc(Oc2nc(Nc3ccc(F)cc3)nc(N3CCCC3)n2)cc1 | ? | ? | 0% | -5% | 0 | 15
Cc1nnc(SCC(=O)NCC2COc3ccccc3O2)s1 (stereo not drawn) | 12% | ? | · | -8% | · | ·
Cc1c(OCC(=O)NCCN2CCOCC2)ccc2c3c(c(=O)oc12)CCC3 | 0% | 15% | -8% | -10% | -3 | -6
C=CCNC(=S)NNC(=O)c1ccc(OCC(C)C)cc1 | · | 4% | 2% | -6% | -3 | -23
O=S(=O)(NC1=NCCC1)c1cccc(NS(=O)(=O)c2ccc(OC(F)(F)F)cc2)c1 | -4% | 12% | 10% | 2% | -2 | -8
CC1=C(/C=C/C(=C/C=C/C(C)=C/C(=O)O)c2ccc(C)cc2)C(C)(C)CCC1 | · | · | -5% | · | 61* | 91*
CC(=O)Nc1ccc2nc(-c3ccccc3)cn2c1 | 234%[activator] | 246%[activator] | -14% | -6% | 40* | 107*
COc1ccc(C(=O)NC(NC(=O)c2ccc(OC)c(OC)c2)c2ccccc2F)cc1OC | ? | 8% | 0% | 0% | -2 | -2
O=C1/C(=C/c2cccc([N+](=O)[O-])c2)CSc2ccc(Cl)cc21 | 9% | -1% | 2% | 0% | -3 | -5
Cn1c(CNC(=O)CNC(=O)Cc2ccccc2)cc(=O)n(C)c1=O | 20% | 16% | 12% | -23% | -2 | -2
CCCC(C(=O)NC(C)(C)C)N(CC1CCCO1)C(=O)c1snc(C(N)=O)c1N (stereo not drawn) | ? | -15% | -2% | 1% | 1 | -4
O=C(Cc1ccc2c(c1)OCCO2)N1CCN(S(=O)(=O)c2cccc(Cl)c2Cl)CC1 | 0% | 2% | 4% | 9% | -3 | -8
O=C(Nc1ccccc1N1CCCCC1)c1ccc(Cl)cc1 | -9% | · | -3% | -30% | 15 | 22
Nc1c(Nc2ccccc2)c2ccccc2oc1=O | -5% | 6% | 6% | -1% | -2 | 15
CCOC(=O)c1c(-c2cccs2)csc1N | -13% | ? | ? | -1% | -3 | -22
CCN(Cc1cc2cc(C)ccc2[nH]c1=O)C(=O)c1cccc(OC)c1 | ? | ? | -8% | -29% | -2 | -17
C#CCOCCOCCOCCNc1nc(N2CCOCC2)nc(N2CCN(C(=O)[C@H](CCCCN)n3cc([C@@H](N)C(C)CC)nn3)CC2)n1 (stereo partly drawn) | 34%[activator] | 18% | 3% | ? | -1 | -4
CCN1CCN(c2ccc(S(=O)(=O)N3CCCCC3)cc2NC(=O)Cc2ccc(Cl)c(Cl)c2)CC1 | 10µM* | 10µM* | · | 1% | · | ·
Cc1cc(NC(=O)CSc2nnc(C)o2)no1 | 160%[activator] | -13% | · | -25% | -3 | 3
CC1CCCC(C)N1C(=O)COC(=O)c1cc(S(=O)(=O)N2CCOCC2)ccc1Cl (stereo not drawn) | 5% | -21% | · | -2% | · | ·
Cc1ccc2oc(=O)c3cnn(CC(=O)N4CCCCCC4)c3c2c1 | 9.3µM* | · | 20% | -7% | -10 | -13
CCOc1ccc(N(CC(N)=O)S(=O)(=O)c2ccc(F)cc2)cc1 | -16% | 28% | 0% | -1% | -4 | -5
CCC(C)(C)NC(=O)CN(Cc1ccccc1Cl)C(=O)CCC(=O)Nc1cc(C)ccn1 | 96%[activator] | 14% | -18% | -22% | 3 | 14
O=C(COC(=O)c1ccc(O)cc1O)NCCN1C(=O)CSC1=O | 7% | 10% | 6% | -2% | -6 | -6
O=c1[nH]cnc2c1oc1ccccc12 | 8% | 36%[activator] | -5% | 8% | 34* | 70*
OC(CN1C2=NCCN2c2ccccc21)c1ccc2c(c1)OCO2 (stereo not drawn) | 31%[activator] | ? | 0% | -15% | -7 | -30
CCc1ccccc1N1CC(C(=O)Nc2nccs2)CC1=O (stereo not drawn) | 3% | 19% | -1% | 5% | -3 | 11
CC(C)(C)C(=O)/C=C(N)/C=C/c1ccccc1 | 108%[activator] | -67% | 1% | -4% | 28* | 35
COc1ccccc1NC(=O)COC(=O)Cc1c[nH]c2ccccc12 | 16% | ? | -8% | -3% | 12 | 15
CN1CCN(C(=O)c2cc3ccccc3[nH]2)CC1 | ? | 6% | 0% | -4% | -2 | ·
OCCC1CN(Cc2ccc3cccc(F)c3n2)CCN1Cc1ccccc1 (stereo not drawn) | ? | -6% | 0% | ? | -2 | 5
COc1ccc(/C(N)=N/OC(=O)CSc2ccc(C)cc2)cc1 | 32%[activator] | · | -4% | 5% | -2 | -7
COc1cc(C2=NOC(C(=O)N3CCCCCC3)C2)cc(OC)c1OC (stereo not drawn) | 64%[activator] | -2% | 3% | -2% | -2 | -26
Nc1ccc2nc(SCC(=O)c3ccccc3)sc2c1 | ? | 0% | 5% | -1% | 45* | 68*
Cc1cccc(NC(=O)CN(C)S(=O)(=O)c2ccc3c(c2)n(C)c(=O)c(=O)n3C)c1C | ? | -10% | · | 0% | -9 | 1
CCN(C(=O)CSc1ncnc2c1cnn2-c1ccccc1)C1CCS(=O)(=O)C1 (stereo not drawn) | 7% | 9% | · | -8% | · | ·

Quoted from the listing.
`OCCC1CN(Cc2ccc3cccc(F)c3n2)CCN1Cc1ccccc1` (stereo not drawn) in CHX counter = -2
`COc1cc(C2=NOC(C(=O)N3CCCCCC3)C2)cc(OC)c1OC` (stereo not drawn) in Pf growth 96h = 64%[activator]

Entries of single compounds, looked up by structure:
`CC(C)(C)C(=O)/C=C(N)/C=C/c1ccccc1` in the list: Pf growth 96h: 108%[activator]; Pf growth 48h: -67%; FBPA Giardia inh: 1%; Sm TGR inh: -4%; CHX counter: 28*; Shiga inhibitor: 35
`COc1ccc(/C(N)=N/OC(=O)CSc2ccc(C)cc2)cc1` in the list: Pf growth 96h: 32%[activator]; Pf growth 48h: ·; FBPA Giardia inh: -4%; Sm TGR inh: 5%; CHX counter: -2; Shiga inhibitor: -7
`CCC(C)(C)NC(=O)CN(Cc1ccccc1Cl)C(=O)CCC(=O)Nc1cc(C)ccn1` in the list: Pf growth 96h: 96%[activator]; Pf growth 48h: 14%; FBPA Giardia inh: -18%; Sm TGR inh: -22%; CHX counter: 3; Shiga inhibitor: 14

Later entries:
SMILES | Pf growth 96h | Pf growth 48h | FBPA Giardia inh | Sm TGR inh | CHX counter | Shiga inhibitor
CC(C)(C)NC(=O)C(=O)NN=C1CCCCCCCCCCC1 | ? | 20% | -14% | 0% | -8 | -10
COc1ccc(Cc2nc(=S)[nH][nH]2)cc1Br | -35%[5.75 µM] | 1% | 0% | -3% | -3 | 3
Cc1c(C)c2ccc(OC3CCCCC3=O)cc2oc1=O (stereo not drawn) | ? | 22% | -14% | 5% | 24* | 26
Cc1ccc(Cl)cc1Nc1nc(-c2sc(NC(=O)c3ccccc3)nc2C)cs1 | 2.6µM* | 2.1µM* | -18% | 0% | 12 | 38
Cc1ccc(S(=O)(=O)N(C)CC(=O)Nc2nc3ccccc3s2)cc1 | 6.6µM* | -9% | -6% | 2% | 16 | 27
CC1=C(C(=O)Nc2ccccc2)C(c2ccccn2)n2nc(CCCO)nc2N1 (stereo not drawn) | -11% | 27% | 0% | -7% | -1 | 13
Clc1ccccc1N=C1NN=C(c2cccs2)CS1 | 228%[activator] | 343%[activator] | 2% | 9% | 53* | 98*
COCCNC(=O)c1ccc(CS(=O)(=O)c2ccccc2)o1 | 99%[activator] | ? | 4% | -41% | -9 | -29
CC(=O)OC1CC(C)(C)N(OC(=O)c2ccccc2)C(C)(C)C1 | -1% | 1% | 0% | -22% | -4 | -35
CCOCCCNC(=O)C(NC(=O)c1ccc(=O)[nH]c1)c1ccccc1 (stereo not drawn) | 40%[activator] | · | 1% | 0% | -2 | -11
COc1ccc(-c2nnn(CC(=O)N(Cc3ccccc3Cl)C(C(=O)NCC3CCCO3)c3ccco3)n2)cc1OC (stereo not drawn) | 19% | 9.3µM* | -5% | -2% | 3 | 17
Cc1ccn2c(CNC(C)CCn3cccn3)c(C(=O)N3CCCCCC3)nc2c1 (stereo not drawn) | -79% | 4% | -2% | 4% | -1 | -4
CN(C(=O)c1ccncc1)C1CCCCC1 | -9% | -15% | 8% | 0% | -3 | -10
Cc1nc2ncnn2c(N2CCCC(C(=O)Nc3ccccc3Br)C2)c1C (stereo not drawn) | ? | -28% | -4% | -3% | 7 | -8
COc1ccc(-n2nnnc2/C(=C/N(C)C)C(=O)c2ccccc2)cc1 | 17% | 8% | 3% | 6% | -2 | -7
C=CCn1c(SC(C)C#N)nc2sc(CC)cc2c1=O (stereo not drawn) | ? | ? | 6% | 2% | 11 | 14
COCCNC(=O)CCC(=O)NNc1nc2ccccc2c2nc(-c3ccccc3)nn12 | 58%[activator] | 39%[activator] | ? | 0%&0% | 7 | 30
Cc1cc(NC(=O)c2sc(Nc3ccc(F)cc3)nc2N)no1 | 30% | 3% | -7% | 24% | 28* | 103
COc1ccccc1Nc1nnc(SCC(=O)c2cc(C)n(CC3CCCO3)c2C)s1 (stereo not drawn) | 4.7µM* | 10µM* | 1% | 7% | -2 | -12
COc1ccc(C(=O)NNC(=O)c2ccccc2[N+](=O)[O-])cc1 | 13µM* | 122%[activator] | 1% | 3% | 32* | 37*
Cc1cc(NC(=O)c2ccno2)no1 | 1% | 41%[activator] | · | -12% | -1 | 11
CC(=O)N1CC[n+]2c(-c3ccc(Cl)cc3)csc21 | 28% | -8% | 14% | -20% | -5 | -14
CCO/C=C1\C(=O)N(CC)c2ccccc21 | -20% | -7% | 2% | -16% | -1 | -8
O=C(NC1CCCCCCC1)c1cccc(Cl)c1 | 49%[activator] | · | 2% | 2% | 40* | 64*
CCOc1ncccc1C(=O)Nc1ccc(Cl)c(S(=O)(=O)N2CCCC2)c1 | ? | ? | -4% | 4% | 6 | 12
CCCCNC(=O)Nc1ccccc1C(=O)NCc1ccco1 | 4% | -30% | 1% | -30% | -11 | -9
COc1ccc(N2CCN(C(CNC(=O)C(C)(C)C)c3ccco3)CC2)cc1 (stereo not drawn) | ? | 4% | 5% | 10% | -5 | -5
O=C1CC(C(=O)Nc2ccccc2C(=O)O)C(c2ccccc2)O1 (stereo not drawn) | 21% | 9% | 0% | 5% | -1 | -6
CC(=O)c1ccc(NC(=O)/C(C#N)=C/c2ccncc2)cc1 | 157%[activator] | 10% | · | 5% | -4 | -23
Cc1ccc(C(=O)N/C(=C\c2ccco2)C(=O)N2CCSCC2)cc1C | 19% | 3% | 6% | · | -1 | -4
Cc1ccc2nc(N/C(=N/S(=O)(=O)c3ccc(F)cc3F)c3ccccc3)sc2c1 | 94%[activator] | 66%[activator] | 3% | 2% | 31* | 66*
CC(C)(C)c1ccc(S(=O)(=O)NCC(=O)N2CCCC2)cc1 | ? | 6% | -6% | -5% | -4 | ·
COCCNC(=O)c1cnn2c(C(F)F)cc(-c3ccccc3)nc12 | 55%[activator] | 8% | 1% | · | 12 | 22
Cc1cc(C)c(C)c(OCCCn2ccnc2)c1 | 14% | · | ? | -24% | -2 | -6
